AmpC inh no detg = inhibitors of E. coli AmpC beta-lactamase without detergent. P00811. AmpC nitrocefin hydrolysis, absorbance 480 nm, 0.0001% Triton. Potency, µM (doses to about 57.1 µM), inactives show at the highest dose activity change, negative = inhibition, usual class: inhibitors. actives 0.52% (n = 330,000). AID 485341;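 further: potency means the concentration at half of the fitted maximal effect; plate controls were no compound for no effect and no enzyme for full effect; nearly all actives have a fitted effect of over 20% in size; some results filed as inactive show a strong effect at the top dose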
Target sequence (P00811 whole entry, looked up): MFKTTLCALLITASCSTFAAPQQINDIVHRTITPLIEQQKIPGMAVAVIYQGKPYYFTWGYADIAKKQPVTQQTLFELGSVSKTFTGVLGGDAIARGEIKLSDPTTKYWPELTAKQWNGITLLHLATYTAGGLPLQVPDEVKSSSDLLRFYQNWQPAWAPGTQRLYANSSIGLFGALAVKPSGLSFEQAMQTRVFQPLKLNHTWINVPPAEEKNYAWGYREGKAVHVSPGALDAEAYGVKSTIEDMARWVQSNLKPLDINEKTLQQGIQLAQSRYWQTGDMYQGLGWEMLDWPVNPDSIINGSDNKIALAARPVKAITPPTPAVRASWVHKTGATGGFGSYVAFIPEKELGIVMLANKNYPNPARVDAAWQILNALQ
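20 mM phosphate pH 7.0 + 0.01% (detergent screen) or 0.0001% Triton X-100; 5.3 nM AmpC reagent; cpd preinc 15 min RT; nitrocefin (800 uM stock) to start; A480 q20 s × 4 min; Activity was normalised to no-enzyme and no-compound control wells.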
HCMV antiviral = inhibitors of human cytomegalovirus. actives 4.5% (n = 410,000). HFF cells, HCMV-luciferase reporter, 72 h; active compounds read low. activity change, negative = inhibition, % at 57.5 µM; in the data active means activity change below about -60%; inconclusive means no clear call, values can overlap the other calls; inactive means above about -39%
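Two-dose cell screen: HFF monolayers treated with compounds and infected with luciferase-expressing HCMV at 1 PFU/cell, 72 h at 37C, then lysed for luciferase measurement.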
HCV inhibitor = HCV inhibition | AID 651820 | Potency, µM (top dose mostly 41.8 µM), inactives show at the highest dose activity change, negative = inhibition, actives largely listed as inhibitors | Huh7.5.1 HCVcc-Cre infection, luciferase reporter, 44 h | actives 3.4% (n = 340,000); further: potency means the concentration at half of the fitted maximal effect
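After 44 h co-culture of compound, cells and HCVcc-Cre (~0.5 moi), substrate is added for 15 min at room temperature and luciferase measured over 15 sec. Cells were seeded at 1,000/well and pre-cultured 4 h.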
Giardia FBPA inh = blocks Giardia fructose-bisphosphate aldolase activity | A8B2U2 | purified Giardia FBPA | Potency, µM (highest dose often 59.6 µM), without a hit: top-dose activity, negative = inhibition, most hits filed as inhibitors | actives 0.71% (n = 290,000); further: potency means the concentration at half of the fitted maximal effect; nearly all actives have a fitted effect of over 55% in size
Target sequence (A8B2U2 whole entry, looked up): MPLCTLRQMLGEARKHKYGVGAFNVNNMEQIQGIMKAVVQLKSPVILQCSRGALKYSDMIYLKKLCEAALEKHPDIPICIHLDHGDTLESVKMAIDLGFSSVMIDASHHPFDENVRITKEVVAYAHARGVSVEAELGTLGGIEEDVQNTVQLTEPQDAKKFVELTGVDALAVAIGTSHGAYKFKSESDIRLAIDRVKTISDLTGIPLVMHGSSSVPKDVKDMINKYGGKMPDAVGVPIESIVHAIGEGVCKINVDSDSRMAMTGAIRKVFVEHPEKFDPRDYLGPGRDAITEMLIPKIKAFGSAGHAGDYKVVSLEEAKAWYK
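Giardia FBPA (40 nM reagent) was preincubated 10 min at RT with compound (up to 57.5 uM final), then substrate plus GAPDH/TPI/NAD/arsenate coupling system with diaphorase/resazurin was added; resorufin fluorescence (525/598 nm) was read after 20 min.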
AmpC detergent = inhibitors of E. coli AmpC beta-lactamase with detergent. Potency, µM (top dose mostly 114 µM), for the others: at the top dose activity change, negative = inhibition, most hits filed as inhibitors. AmpC hydrolysis of nitrocefin, absorbance 480 nm, 0.01% Triton. P00811. actives 0.041% (n = 370,000). AID 485294;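 further: potency means the concentration at half of the fitted maximal effect; 0% = no-compound wells and -100% = no-enzyme wells; nearly all actives have a fitted effect of over 25% in size; some results filed as inactive show a strong effect at the top dose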
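20 mM phosphate pH 7.0 + 0.01% (detergent screen) or 0.0001% Triton X-100; 5.3 nM AmpC reagent; cpd preinc 15 min RT; nitrocefin (800 uM stock) to start; A480 q20 s × 4 min; Activity was normalised to no-enzyme and no-compound control wells.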
Sm TGR inh = S. mansoni TGR enzyme inhibition. actives 3% (n = 360,000). Potency, µM (titrated, usually from 114 µM), for inactives: top-dose activity change, negative = inhibition, actives largely listed as inhibitors. purified TGR, DTNB reduction, TNB absorbance 405 nm. Q962Y6; further: potency means the concentration at half of the fitted maximal effect; nearly all actives have a fitted effect of over 60% in size
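TGR 20 nM + NADPH 100 uM (dispensed conc.), cpd preinc 15 min RT; start with NADPH (500 uM addition) then DTNB (15 mM addition). Kinetic TNB absorbance, 405 nm filter. Four-parameter Hill fit across titration.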
* marks the source's active call; other numbers are inactive results; ? = inconclusive; . = not tested or not shown; [ ] = dose if it differs, or a comment. Unless noted, the call rests on the fitted dose curve; in most records, active means well fitted curve in the direction sought with a large enough effect; inconclusive means small, poorly fitted or top-dose-only effect, or another doubt; inactive means no such curve, though single readings can be large; an effect the other way counts as inactive or inconclusive. Unless noted, on the % scale 0 is the no-effect control and ±100 the full control effect.

1. COc1ccccc1NC(=O)Nc1ccc(C(N)=O)cc1
2. Cc1ccc(S(=O)(=O)N2CCN(CC(=O)N/N=C/c3ccccc3OCC(=O)O)CC2)cc1
3. Cc1ccc(CN2CCC(Oc3cccc(C(=O)N(C)CCN(C)C)c3)CC2)cc1C
4. O=C(Nc1sc2c(c1C(=O)O)CCCC2)c1cccc(Cl)c1
5. Cc1ccc(S(=O)(=O)N2[C@@H](c3ccc(F)cc3)C(C(=O)O)=CC[C@H]2c2ccc(Cl)cc2)cc1
assay / entry | 1 | 2 | 3 | 4 | 5
AmpC inh no detg | -30% | -2% | 41% | -34% | -5%
HCMV antiviral | -12 | -25 | 9 | 28 | -5
HCV inhibitor | 2% | 28% | ? | -2% | 20%
Giardia FBPA inh | -12% | -4% | -1% | -25% | .
AmpC detergent | -6% | 2% | ? | 1% | ?
Sm TGR inh | 8% | 4% | ? | -5% | -18%

6. Cc1ccc(S(=O)(=O)N2CCOCC2)cc1NC(=O)CSc1nnc(NC2CC2)s1
7. CCOC(=O)c1[nH]cnc1C(=O)Nc1cccc(N)n1
8. O=C(COc1ccc(S(=O)(=O)N2CCOCC2)cc1)NCc1ccccc1
9. COc1ccc(NC2CCCN(C(=O)c3cccc(C)n3)C2)cc1OC (stereo unspecified)
10. O=C(NCc1ccccc1Cl)c1cnc(N2CCOCC2)c2ccccc12
assay / entry | 6 | 7 | 8 | 9 | 10
AmpC inh no detg | -15% | -20% | 7% | -2% | .
HCMV antiviral | -24 | -8 | -6 | 16 | 12
HCV inhibitor | -7% | 20% | 21% | ? | .
Giardia FBPA inh | . | -29% | . | . | .
AmpC detergent | 6% | 2% | 1% | 0% | -2%
Sm TGR inh | -4% | 0% | -4% | -27% | 0%

11. Nc1ccc(C23CC4CC(CC(C4)C2)C3)cc1
12. CC(OC(=O)c1cccs1)C(=O)NC1CCCCC1C (stereo unspecified)
13. COc1cccc(-n2c(SCC(=O)N3CCc4ccccc43)nnc2-c2c[nH]c3ccccc23)c1
14. COC(=O)c1cc(NS(=O)(=O)c2ccc(C)c3ccccc23)ccc1N1CCOCC1
15. CCCCOC(=O)c1ccc(NC(=O)CSc2nncn2C)cc1
assay / entry | 11 | 12 | 13 | 14 | 15
AmpC inh no detg | -5% | -6% | -15% | 17% | 37%
HCMV antiviral | -30 | -19 | 4 | 21 | ?
HCV inhibitor | -11% | -1% | -6%[8.37 µM] | 22µM* | 15%
Giardia FBPA inh | -4% | . | 5% | -28% | -2%
AmpC detergent | 3% | ? | ? | 2% | ?
Sm TGR inh | -5% | -12% | -5% | -15% | 10%

16. CCOc1ccc(N(CC(=O)NCc2cccs2)S(=O)(=O)c2c(C)noc2C)cc1
17. N#Cc1ccc(OCC(=O)NCC(c2cccs2)N2CCOCC2)cc1 (stereo unspecified)
18. Cc1cc(C)nc(SCC(=O)NC2CCCCC2C)n1 (stereo unspecified)
19. Clc1ccccc1Cn1nnc2c(Nc3ccccc3)ncnc21
20. COc1ccc(S(=O)(=O)NCc2ccncc2)cc1NC(=O)c1ccccc1
assay / entry | 16 | 17 | 18 | 19 | 20
AmpC inh no detg | -11% | 0% | -10% | -38% | 2%
HCMV antiviral | -60* | . | 2 | -15 | -79*
HCV inhibitor | -17% | 14% | 6% | -2% | -3%
Giardia FBPA inh | 1% | 10% | . | -2% | .
AmpC detergent | -14% | 4% | -13% | -14% | 1%
Sm TGR inh | 5% | 0% | -7% | 3% | -10%

21. COc1ccc(C2=NN(C(=O)CCC(=O)O)C(c3cccs3)C2)cc1 (stereo unspecified)
22. COc1ccc(C(O)(c2ccccc2OC)C(CN2CCOCC2)c2ccccc2)cc1 (stereo unspecified)
23. O=C(c1cc(-c2ccc3c(c2)OCO3)on1)N1CCN(c2ccccc2)CC1
24. COc1cc(OC)c(NC(=O)CC(C)S(=O)(=O)c2ccc3c(c2)NC(=O)CO3)cc1Cl (stereo unspecified)
25. COc1ccc2c(c1OC)C(=O)N1C2SC(C)(C)[C@H]1C(=O)NCCCOC(C)C (stereo partly specified)
assay / entry | 21 | 22 | 23 | 24 | 25
AmpC inh no detg | 23% | 141%[activator] | 15% | . | 67%[activator]
HCMV antiviral | 62 | -26 | 45 | -9 | ?
HCV inhibitor | 13% | ? | -13% | . | 10%
Giardia FBPA inh | ? | 0% | 7% | . | ?
AmpC detergent | -3% | -1% | 2% | -4% | -6%
Sm TGR inh | 12% | 2% | 0% | 1% | -1%

26. CCCCc1ccc(Nc2ncnc3c2cnn3-c2ccc(C)cc2)cc1
27. CC/C(C)=N/N1C(=O)c2ccccc2NC1(C)CC (stereo unspecified)
28. Cc1cccc(N2CCN(C(=O)c3cc(S(=O)(=O)N(C)C)ccc3N3CCCC3)CC2)c1C
29. CCOc1cc(-c2cc(-c3ccc(N)cc3)nc(N)c2C#N)ccc1O
30. O=C(CSCC(=O)OCC(=O)c1ccc(Br)cc1)Nc1cccc2ccccc12
assay / entry | 26 | 27 | 28 | 29 | 30
AmpC inh no detg | . | -8% | 11% | -25% | -18%
HCMV antiviral | -11 | -30 | ? | 20 | 125
HCV inhibitor | . | -3% | ? | ? | 18%
Giardia FBPA inh | . | 6% | -10% | 0% | -1%
AmpC detergent | -4% | -3% | 1% | ? | 0%
Sm TGR inh | 0% | 2% | 5% | -22% | 4%

31. CN(CCC#N)C(=O)COC(=O)c1ccc(Cl)c(S(=O)(=O)N(C)c2ccccc2)c1
32. CCC(=O)c1ccc(O)c(CC=C(C)C)c1
33. CC1CCN(c2oc(/C=C/c3ccc(F)cc3)nc2C#N)CC1
34. CCOC(=O)c1cn2nc(Oc3ccc(OC)cc3)ccc2n1
35. CCOC(=O)C(CC)n1nc(C)c2c(C)n(-c3ccc(C)cc3)nc2c1=O (stereo unspecified)
assay / entry | 31 | 32 | 33 | 34 | 35
AmpC inh no detg | 55% | -33% | . | 1% | .
HCMV antiviral | -4 | -64* | -6 | 2 | ?
HCV inhibitor | -12% | -17% | . | -6% | .
Giardia FBPA inh | 0% | 0% | . | 1% | .
AmpC detergent | -1% | 2% | 0% | -1% | 0%
Sm TGR inh | 2% | 1% | 1% | 8% | -5%

36. CCCC(=O)NCCSC
37. Cc1cc(C)cc(NC(=O)c2cc(S(=O)(=O)NCc3ccco3)ccc2F)c1
38. CCOc1cccc(-c2c(C(=O)N/N=C/c3sccc3C)nnn2-c2nonc2N)c1
39. CC(C)(C)OC(=O)CNC(=O)c1[nH]cnc1C(=O)NC1CCN(C(=O)OC(C)(C)C)CC1
40. CS(=O)(=O)c1ccc(Cl)c(NC(=O)Nc2ccccc2)c1
assay / entry | 36 | 37 | 38 | 39 | 40
AmpC inh no detg | 27% | -30% | -48% | 141%[activator] | -41%
HCMV antiviral | -18 | 26 | ? | 21 | -2
HCV inhibitor | 24% | ? | ? | -3% | -10%
Giardia FBPA inh | 1% | -6% | . | -15% | -26%
AmpC detergent | -11% | 0% | -9% | ? | 2%
Sm TGR inh | 8% | ? | 6% | -6% | 5%

41. CCN(CC)S(=O)(=O)c1nnc(NC(=O)COc2ccc(Cl)cc2)s1
42. COc1ccc(OC)c(C2c3[nH]c4ccccc4c3C[C@H]3C(=O)N(C4CC4)CC(=O)N23)c1 (stereo partly specified)
43. C/C=C(/C)C(=O)O[C@@H]1c2c(ccc3ccc(=O)oc23)O[C@@H]1C(C)(C)OC(=O)/C(C)=C\C
44. NC(N)=N/N=C/c1ccc(N2CCOCC2)cc1
45. CC1=NN(c2ccc(N)cc2)C(=O)C1
assay / entry | 41 | 42 | 43 | 44 | 45
AmpC inh no detg | . | 102%[activator] | 19% | -32% | 14%
HCMV antiviral | 0 | 147 | -5 | 57 | 22
HCV inhibitor | . | 5% | ? | -13% | 9%
Giardia FBPA inh | . | -5% | -8% | -24% | ?
AmpC detergent | 5% | -2% | ? | 10% | ?
Sm TGR inh | -2% | 0% | -7% | -1% | 6%

46. COc1cccc(CNC(=O)c2sc3nc(C)cc(C)c3c2-n2cccc2)c1OC
47. Cc1nn(CC(=O)NCC2CCCO2)c(C)c1[N+](=O)[O-] (stereo unspecified)
48. Nc1nc(-c2nc3ccccc3[nH]2)cs1
49. COc1ccc(CCNC(=O)[C@@H](NC(=O)N2CC(=O)Nc3ccccc32)C(C)C)cc1OC
50. O=C(CC1(O)C(=O)N(Cc2cccc3ccccc23)c2ccccc21)c1cccnc1 (stereo unspecified)
51. CCC(CO)NC(=O)c1ccccc1C(F)(F)F (stereo unspecified)
52. O=C(N/N=C/c1ccc(OC(F)F)cc1)c1cc[n+]([O-])cc1
53. CCOC(=O)N1CCN(C(=O)c2cn(CC(C)C)c(=O)c3c2c2ccccc2n3C)CC1
assay / entry | 46 | 47 | 48 | 49 | 50 | 51 | 52 | 53
AmpC inh no detg | . | 0% | -16% | 1% | 155%[activator] | -15% | -8% | 111%[activator]
HCMV antiviral | -3 | -20 | 77 | -2 | 11 | 19 | -20 | 40
HCV inhibitor | . | 18% | 0% | 3% | ? | 14% | 11% | 6%
Giardia FBPA inh | . | 4% | 15% | . | -8% | 2% | 7% | 4%
AmpC detergent | 2% | 1% | 4% | -9% | 5% | -8% | -12% | -8%
Sm TGR inh | -5% | 5% | 13% | -2% | 4% | 5% | 14% | 8%

Rewritten in markdown: part of the list above.
| # | Structure | AmpC inh no detg | HCMV antiviral | HCV inhibitor | Giardia FBPA inh | AmpC detergent | Sm TGR inh |
| --- | --- | --- | --- | --- | --- | --- | --- |
| 7 | CCOC(=O)c1[nH]cnc1C(=O)Nc1cccc(N)n1 | -20% | -8 | 20% | -29% | 2% | 0% |
| 8 | O=C(COc1ccc(S(=O)(=O)N2CCOCC2)cc1)NCc1ccccc1 | 7% | -6 | 21% | . | 1% | -4% |
| 9 | COc1ccc(NC2CCCN(C(=O)c3cccc(C)n3)C2)cc1OC (stereo unspecified) | -2% | 16 | ? | . | 0% | -27% |
| 10 | O=C(NCc1ccccc1Cl)c1cnc(N2CCOCC2)c2ccccc12 | . | 12 | . | . | -2% | 0% |
| 11 | Nc1ccc(C23CC4CC(CC(C4)C2)C3)cc1 | -5% | -30 | -11% | -4% | 3% | -5% |
| 12 | CC(OC(=O)c1cccs1)C(=O)NC1CCCCC1C (stereo unspecified) | -6% | -19 | -1% | . | ? | -12% |
| 13 | COc1cccc(-n2c(SCC(=O)N3CCc4ccccc43)nnc2-c2c[nH]c3ccccc23)c1 | -15% | 4 | -6%[8.37 µM] | 5% | ? | -5% |
| 14 | COC(=O)c1cc(NS(=O)(=O)c2ccc(C)c3ccccc23)ccc1N1CCOCC1 | 17% | 21 | 22µM* | -28% | 2% | -15% |
| 15 | CCCCOC(=O)c1ccc(NC(=O)CSc2nncn2C)cc1 | 37% | ? | 15% | -2% | ? | 10% |
| 16 | CCOc1ccc(N(CC(=O)NCc2cccs2)S(=O)(=O)c2c(C)noc2C)cc1 | -11% | -60* | -17% | 1% | -14% | 5% |
| 17 | N#Cc1ccc(OCC(=O)NCC(c2cccs2)N2CCOCC2)cc1 (stereo unspecified) | 0% | . | 14% | 10% | 4% | 0% |
| 18 | Cc1cc(C)nc(SCC(=O)NC2CCCCC2C)n1 (stereo unspecified) | -10% | 2 | 6% | . | -13% | -7% |
| 19 | Clc1ccccc1Cn1nnc2c(Nc3ccccc3)ncnc21 | -38% | -15 | -2% | -2% | -14% | 3% |

Screening data (PubChem BioAssay)
